ALDH1A1 block: ALDH1A1 (human) enzyme inhibition | P00352 | Purified ALDH1A1, NADH fluorescence, propionaldehyde substrate | Potency, µM (titrated, usually from 75.3 µM), for inactives: at the highest dose activity, negative = inhibition, hits mostly inhibitors | 220,000 compounds, 7.3% hits | AID 1030; active means well fitted inhibition curve with a large enough effect, not every such curve was filed as active; inconclusive means small, poorly fitted or top-dose-only effect, or another doubt; inactive means no such curve, though single readings can be large or run the other way;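 further: plate controls were no enzyme wells and a reference inhibitor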
KDM4E inh: JMJD2E (human) inhibition; B2RXH2; JMJD2E catalytic domain, FDH-coupled NADH fluorescence (FDH is formaldehyde dehydrogenase); Potency, µM (doses to about 57.1 µM), inactives show at the highest dose activity change, negative = inhibition, hits mostly inhibitors; 230,000 compounds, 1.6% hits; AID 2147; active means well fitted inhibition curve with a large enough effect, not every such curve was filed as active; inconclusive means small, poorly fitted or top-dose-only effect, or another doubt; inactive means no such curve, though single readings can be large or run the other way;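 further: 0% = wells with enzyme and -100% = buffer wells without enzyme; nearly all actives have a fitted effect of over 50% in size; many of its hits are not listed in these tables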
Target sequence (B2RXH2 1-337 limits assumed): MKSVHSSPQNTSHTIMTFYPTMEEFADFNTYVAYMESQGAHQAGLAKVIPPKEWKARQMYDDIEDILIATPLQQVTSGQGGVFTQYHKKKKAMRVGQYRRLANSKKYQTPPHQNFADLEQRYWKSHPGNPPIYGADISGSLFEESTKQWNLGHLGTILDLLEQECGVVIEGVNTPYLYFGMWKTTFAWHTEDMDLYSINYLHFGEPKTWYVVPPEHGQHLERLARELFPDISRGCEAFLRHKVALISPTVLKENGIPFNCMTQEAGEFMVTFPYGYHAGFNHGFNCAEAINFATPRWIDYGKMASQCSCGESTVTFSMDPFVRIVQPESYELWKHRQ
GAA spleen mod: inhibitors or activators of human alpha-glucosidase in spleen homogenate | 240,000 compounds, 0.006% hits | AID 2112 | human spleen homogenate, 4-MU-alpha-glucoside fluorescence | P10253 | Potency, µM (top dose mostly 79.9 µM), for the others: at the highest dose activity change, negative = inhibition, actives largely listed as inhibitors;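 further: 0% = enzyme with vehicle and -100% = no enzyme basal signal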
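Compounds were titrated against alpha-glucosidase in spleen homogenate at pH 5.0, with 1 mM 4-methylumbelliferyl substrate for 40 min at 37 C. Reactions were quenched with pH 10 NaOH/glycine and fluorescence measured.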
GLA spleen mod: inhibits or activates alpha-galactosidase in human spleen homogenate; AID 2107; Potency, µM (doses to about 80 µM), inactives show at the highest dose activity change, negative = inhibition, most hits filed as inhibitors; P06280; 240,000 compounds, 0.008% hits; human spleen homogenate, 4MU-alpha-Gal fluorescence, 40 min;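 further: 0% = enzyme with vehicle and -100% = no enzyme basal signal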
Target sequence (P06280 32-429 limits assumed): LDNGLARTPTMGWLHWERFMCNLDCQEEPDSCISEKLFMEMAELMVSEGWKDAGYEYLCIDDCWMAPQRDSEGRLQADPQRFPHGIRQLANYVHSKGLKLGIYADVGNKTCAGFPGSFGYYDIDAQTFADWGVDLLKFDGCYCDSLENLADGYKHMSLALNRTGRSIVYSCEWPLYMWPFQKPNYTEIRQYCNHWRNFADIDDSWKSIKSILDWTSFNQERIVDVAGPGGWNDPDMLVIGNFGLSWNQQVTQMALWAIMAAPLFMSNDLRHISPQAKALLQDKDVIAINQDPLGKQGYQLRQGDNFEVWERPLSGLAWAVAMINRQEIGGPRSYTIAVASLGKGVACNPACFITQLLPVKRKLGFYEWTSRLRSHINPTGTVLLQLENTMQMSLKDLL
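Fluorogenic readout (Ex 365/Em 440 nm) of 4-methylumbelliferone released from 1 mM 4-MU-alpha-galactoside by spleen homogenate, 40 min at 37C, pH 5.0. Data normalized to no-enzyme and enzyme controls; Hill-equation AC50 from compound titrations.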
SMN2 splice up: enhancers of SMN2 splice variant expression; 210,000 compounds, 2.8% hits; HEK293 SMN2-luciferase splicing reporter, luminescence, 30-36 h; Potency, µM (highest dose often 46.1 µM), without a hit: top-dose activity change, positive = activation, usual class: activators; AID 1458; further: % of control where 0% means no effect; nearly all actives have a fitted effect of over 55% in size
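HEK293 cells carry an SMN2 […]–luciferase reporter in which exon 7 inclusion puts luciferase in frame. Cells were plated 10-12 h before compound addition, then incubated 30-36 h at 37C. ONE-Glo luminescence was read; sodium butyrate at 4.5 mM final served as control.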
GAA glycogen mod: inhibitors or activators of human alpha-glucosidase glycogen cleavage | 300,000 compounds, 0.38% hits | Potency, µM (titrated, usually from 76.4 µM), for the others: at the top dose activity change, negative = inhibition, hits mostly inhibitors | recombinant GAA, glycogen substrate, Amplex Red glucose oxidase fluorescence | P10253;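 further: 0% = full enzyme reaction and -100% = no-enzyme basal signal; the screen sought inhibitors and activators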
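Natural-substrate format: glycogen cleavage by 4 nM human enzyme, glucose read by Amplex Red coupling (Ex 573, Em 610 nm). Normalized to enzyme and no-enzyme controls.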
GAA inhib: alpha-glucosidase (human) inhibition. AID 1466. purified human GAA, 4-MU-alpha-glucoside fluorescence. 200,000 compounds, 0.005% hits. Potency, µM (titrated, usually from 76.9 µM), inactives show at the highest dose activity change, negative = inhibition, hits mostly inhibitors;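 further: plate controls were uninhibited enzyme wells for no effect and no-enzyme background for full effect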
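Enzyme (4 nM final) mixed with compound (up to 77 uM), then 4-MU-alpha-D-pyranoside (400 uM final) added; 20 min at room temperature, pH 5.0. Reaction stopped at pH 10, fluorescence read, AC50 derived by Hill fit.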
RGS12 GoLoco inh: inhibitors of human Gai1-RGS12 GoLoco interaction (red fluorophore); Gai1:RGS12 GoLoco peptide FP, rhodamine, 10 min; Potency, µM (series often up to 61.6 µM), without a hit: at the top dose activity, negative = inhibition, most hits filed as inhibitors; 230,000 compounds, 0.44% hits; AID 880; active means well fitted inhibition curve with a large enough effect, not every such curve was filed as active; inactive means no such curve, though single readings can be large or run the other way; further: on the % scale 0 is the no-effect control and ±100 the full control effect; nearly all actives have a fitted effect of over 30% in size; many of its hits are not listed in these tables
Target sequence (P63096 whole entry, looked up): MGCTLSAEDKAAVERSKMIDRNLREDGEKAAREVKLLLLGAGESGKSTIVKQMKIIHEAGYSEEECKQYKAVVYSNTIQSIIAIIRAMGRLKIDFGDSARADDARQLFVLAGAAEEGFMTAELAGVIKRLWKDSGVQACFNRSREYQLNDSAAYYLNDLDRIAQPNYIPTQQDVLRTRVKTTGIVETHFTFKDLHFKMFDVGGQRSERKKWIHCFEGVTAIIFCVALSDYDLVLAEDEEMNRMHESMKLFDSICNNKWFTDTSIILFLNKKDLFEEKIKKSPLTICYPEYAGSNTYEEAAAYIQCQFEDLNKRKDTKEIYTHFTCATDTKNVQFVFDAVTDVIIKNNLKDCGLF
* = called active by the depositor; u = inconclusive; x = no result given; & = joins results of further samples; [ ] = another dose, or the depositor's remark. Unless noted, the call rests on the fitted dose curve; in most records, active means well fitted curve in the direction sought with a large enough effect; inconclusive means small, poorly fitted or top-dose-only effect, or another doubt; inactive means no such curve, though single readings can be large; an effect the other way counts as inactive or inconclusive. Potency means the concentration at half of the fitted maximal effect. These rows are one share of the data, so the mix of outcomes need not match the whole.

SMILES | ALDH1A1 block | KDM4E inh | GAA spleen mod | GLA spleen mod | SMN2 splice up | GAA glycogen mod | GAA inhib | RGS12 GoLoco inh
COc1cc(C(=O)N[C@H](C(=O)NC2CCCCCC2)C(C)C)cc(OC)c1OC | 6% | 3% | -6% | -7% | -27% | -1% | -5% | -4%
CCN(CC)S(=O)(=O)c1ccc(N2CCOCC2)c(NS(=O)(=O)c2ccc(C)cc2)c1 | 2.2µM* | -10% | 4% | 11% | -3% | -5% | 3% | -3%
C/C(=N\Nc1nc(N2CCCCCC2)nc(N2CCCCCC2)n1)c1ccccc1 | -9% | 0% | 4% | 1% | -17% | u | u | 3%
CC(Cc1ccccc1)C(=O)NCc1ccncc1 (stereo not given) | 1% | 3%&7% | -5%&-4% | 14%&3% | -15%&-8% | 4% | 1% | 5%&7%
COc1ccc(OCC(=O)Nc2cc(-c3nn(C)c(=O)c4ccccc34)ccc2N2CCOCC2)cc1 | x | 2% | -3% | -3% | x | -4% | x | 5%
CC(NC(=O)CN1CCN(Cc2ccc(Cl)cc2)C1=O)c1ccc2c(c1)OCCO2 (stereo not given) | -1% | 7% | -5% | -5% | -25% | -3% | 1% | 4%
CCC(CCC(=O)Nc1nncs1)C(=O)O (stereo not given) | 1% | 6% | 3% | -18% | -6% | 8% | -3% | -1%
CCN(CC)C1CCN(c2nc3nonc3nc2NCCOC)C1 (stereo not given) | 0% | -9% | -10% | 6% | x | -8% | 0% | 12%
CCCNC(=O)CNC(=S)N(Cc1ccccc1F)C1CCCCC1 | 10µM* | 7% | -10% | -28% | u | 9% | -4% | -1%
CC(C)CCN(N=O)[C@@H](Cc1ccccc1)CN(N=O)[C@@H](Cc1ccccc1)CN(C)N=O | -1% | -23% | 3% | 4% | x | -2% | x | 0%
[Li+] | 5% | 2% | -6% | -12% | -8% | x | x | -7%
CCCN1C(=O)/C(=C\c2ccncc2)SC1=Nc1ccccc1 | -3% | -1% | 5% | -5% | -104%[inhibitor] | 4% | -2% | -2%
COCCCNc1nc2c([nH]1)c(=O)[nH]c(=O)n2C | 5% | -11% | -3% | 3% | 4% | u | -4% | 9%
COc1cccc(NC(=O)CNC(=O)c2ccc([N+](=O)[O-])cc2)c1 | x | 13% | 3% | 8% | x | 0% | x | -2%
CCS(=O)(=O)N1CCN(C(=O)c2cc(OC)cc(OC)c2)CC1 | -6% | 12% | -1% | 0% | 13% | -17% | 4% | 4%
CC(=O)N1c2c(cc(Br)cc2S(=O)(=O)N2CCN(c3ccccn3)CC2)CC1C (stereo not given) | u | -1% | 5% | 2% | -7% | 8% | u | 5%
Cc1c(Cl)cccc1NC(=O)CSc1nnc(C)n1-c1ccccc1 | -2% | 12% | 5% | 3% | -1% | -1% | -8% | -10%
CN1CCN(C2=NC(=O)/C(=C/c3cn[nH]c3-c3ccccc3)S2)CC1 | x | -6% | -4% | -8% | x | 5% | x | 8%
CCN(CC)CCNCc1cc(Cl)c(OCC(=O)Nc2ccccc2)c(OC)c1 | 15% | 8% | -12% | 2% | -32%[inhibitor] | -12% | -3% | 10%
O=C(O)c1cc(S(=O)(=O)NCC2CCCO2)ccc1Cl (stereo not given) | -1% | 2% | -2% | 3% | -3% | -1% | -2% | 0%
CN(C)S(=O)(=O)c1cccc(COC(=O)C2=COCCO2)c1 | u | -1% | -1% | -7% | -4% | 5% | -9% | 3%
On1c(-c2ccccc2)nc2ccc(Cl)cc21 | -2% | u | 6% | -6% | 13µM* | 11% | u | -2%
CC(C)CNC(=O)CSc1nc(-c2cccs2)cc(C(F)(F)F)n1 | 4% | -20% | 4% | 8% | -22% | 7% | 1% | 7%
COc1ccc(C2=NOC(C(=O)NCc3ccco3)C2)cc1OC (stereo not given) | u | 1% | 5% | 11% | 11% | 1% | 1% | 7%
Cc1cc(C)cc(NC(=O)CCn2ccnc2C)c1 | 4% | 5% | -1% | 2% | 21% | -9% | -1% | -10%
CSc1nc(N(C)NC(=O)c2ccccc2)c2ccccc2n1 | u | -5% | -1% | 1% | -34%[inhibitor] | 1% | u | 7%
CC(C)CNC(=O)c1noc2c1CCCC2 | -2% | 0% | -4% | -3% | 18% | 5% | 2% | 9%
CN(C)/C=C/C(=O)/C=C/c1ccc(Cl)cc1Cl | u | -1% | 3% | -7% | 20µM* | -6% | -2% | 10%
CCC(=O)N(Cc1ccccc1)c1ccccn1 | -5% | -5% | -9% | -1% | -6% | 3% | 3% | 8%
C=CCNC(=O)c1cccc(NS(=O)(=O)c2ccc(Cl)cc2)c1 | -1% | -1% | 9% | 6% | x | 0% | -3% | 2%
CCOC(=O)c1ccc(N2C(=O)CC(NC3CCN(C(=O)c4ccc(F)cc4)CC3)C2=O)cc1 (stereo not given) | 14µM* | -2% | 4% | 6% | -3% | -1% | -4% | 2%
CC(=O)c1sc(NC(=O)C2COc3ccccc3O2)nc1C (stereo not given) | -10% | -8% | -1% | 2% | 3.2µM* | 0% | -2% | 4%
CC(C)(C)C(=O)OC/C(N)=N/OC(=O)c1ccccc1 | 6% | 4% | -6% | 0% | x | 2% | 0% | 5%
O=C(CCCN1C(=O)/C(=C/c2cccs2)SC1=S)Nc1cccc(C(=O)O)c1 | -8% | u | -17% | 2% | 14% | -14% | -10% | 7%
CN1C(=O)NC(c2ccccc2)C2=C1CN(c1cccc(C(F)(F)F)c1)C2=O (stereo not given) | u | u | -9% | -2% | 0% | 4% | -7% | 7%
Cc1cc(NC(=O)Nc2ccc(F)cc2F)n(C)n1 | 4% | u | -2% | 3% | -5% | 1% | 0% | 5%
COc1ccc(OC)c(CC(NC(C)=O)C(=O)NC2CCN(c3nc(C)cc(C)c3C#N)CC2)c1 (stereo not given) | -6% | -11% | 2% | -11% | -9% | -6% | -2% | 9%
CCCCN(C(=O)CSc1nnc2ccccn12)c1c(N)n(Cc2ccccc2)c(=O)[nH]c1=O | 3% | -2% | -3% | 5% | 0% | 10% | 5% | -22%
O=C(CSCc1cnn(-c2ccccc2)c1-n1cccc1)NCc1ccc2c(c1)OCO2 | u | -6% | -7% | -1% | -25% | -4% | u | -44%
Cc1nc(NCC2CCCO2)[nH]c(=O)c1CCC(C)C (stereo not given) | 2% | -5% | -6% | 6% | -17% | -3% | 2% | -1%
Cc1oc(-c2ccccc2F)nc1CN1CCC(C(=O)NCCC2=CCCCC2)CC1 | 10% | -1% | 5% | -7% | -24% | 6% | -5% | 8%
COc1ccc(C(=O)N/N=C/c2sc(=O)n(Cc3cccc(C(=O)O)c3)c2Cl)cc1 | x | u | 1% | -4% | x | 1% | x | 16%
CN1C2=C(C#N)C(c3ccccc3)(C(F)(F)F)NC(=O)N2c2ccccc21 (stereo not given) | -9% | u | 2% | 4% | -13% | 5% | -5% | 8%
CN(C(=O)C1CCOC1)c1nnc(C2CCOC2)s1 (stereo not given) | -4% | -5% | -16% | -5% | -6% | 9% | 5% | 3%
O=C1C2CC=C(Cl)CC2C(=O)N1c1ncn[nH]1 (stereo not given) | 3% | 4% | -5% | -1% | -4% | 4% | 4% | -2%
CCOC(=O)C1(P(=O)(c2ccc(Cl)cc2)c2ccc(Cl)cc2)CCC1 | 4% | 0% | -3% | 0% | -2% | 1% | -4% | 10%
CN1CCN(C(=O)C2CCCCC2C(=O)O)CC1 (stereo not given) | -11% | -8% | 0% | 1% | -10% | -14% | -3% | 8%
Cc1ccc(-n2nnc(-c3ccnc4ccccc34)n2)cc1 | -5% | -7% | 1% | -2% | x | 1% | x | 11%
O=C(c1cccc([N+](=O)[O-])c1)N1CCOCC1 | 5% | u | -21% | -2% | -12%[1.84 µM] | -3% | -4% | 5%
Cc1ccc(CC(=O)NCC(c2ccco2)N(C)C)cc1C (stereo not given) | -6% | u | -11% | -3% | 15% | 5% | 3% | 18%
New compounds follow.
SMILES | ALDH1A1 block | KDM4E inh | GAA spleen mod | GLA spleen mod | SMN2 splice up | GAA glycogen mod | GAA inhib | RGS12 GoLoco inh
COc1ccc(OC)c2c1sc(=NC(=O)C1CC1)n2C | x | -2% | 2% | -9% | x | 4% | x | 6%
O=C(/C=C/c1ccccc1Cl)Nc1ccc2c(c1)C(=O)NC2=O | u | u | -2% | -3% | -14% | 4% | 7% | 61%[activator]
O=C(O)c1c(Sc2ccccc2)c2cc(Cl)ccc2n1Cc1ccc(Cl)cc1 | 1% | -2% | 7% | 6% | 2% | x | x | 9%
CN1C(=O)CC(N2CCN(Cc3ccc(Cl)cc3)CC2)C1=O (stereo not given) | -10% | 0% | -5% | 4% | 12% | -4% | -2% | -41%
COc1ccc(OCCC(=O)OCC(=O)NCCC2=CCCCC2)cc1 | 13µM* | -3% | -4% | -5% | 2% | -4% | -5% | 4%
CCOC(=O)C(NCc1ccccc1OC)(NC(=O)CC)C(F)(F)F (stereo not given) | 0% | 2% | -9% | -4% | 0% | -3% | 1% | 2%
CCC(/C=C1\Sc2ccc(OC)cc2N1CC)=C\c1sc2ccc(OC)cc2[n+]1CCCS(=O)(=O)[O-] | 1.3µM* | -1% | -3% | -2% | x | 7% | -7% | -188%
CCOC(=O)c1cccc2c(=O)c(C(=O)c3ccc(Cl)cc3)c(C(=O)OC)[nH]c12 | 6% | 1% | -19% | 1% | 14% | -3% | 0% | 8%
NC1=NC2(CCCCCC2)n2c(nc3ccccc32)N1 | 2% | 1% | -7% | 0% | -7% | 2% | -1% | 2%
O=C(Nc1cc(Cl)cc(Cl)c1)N1CCCN(Cc2ccccc2)CC1 | -4% | -3% | 1% | 6% | x | 11% | -9% | 2%

Compound profiles, as listed above. Order of values: ALDH1A1 block | KDM4E inh | GAA spleen mod | GLA spleen mod | SMN2 splice up | GAA glycogen mod | GAA inhib | RGS12 GoLoco inh
Listed for CCCCN(C(=O)CSc1nnc2ccccn12)c1c(N)n(Cc2ccccc2)c(=O)[nH]c1=O : 3% | -2% | -3% | 5% | 0% | 10% | 5% | -22%
Listed for CC(NC(=O)CN1CCN(Cc2ccc(Cl)cc2)C1=O)c1ccc2c(c1)OCCO2 (stereo not given) : -1% | 7% | -5% | -5% | -25% | -3% | 1% | 4%
Listed for CCS(=O)(=O)N1CCN(C(=O)c2cc(OC)cc(OC)c2)CC1 : -6% | 12% | -1% | 0% | 13% | -17% | 4% | 4%

Bioassay records: PubChem, National Center for Advancing Translational Sciences (NCATS)
